# Compound activity from PubChem BioAssay.
# KOR beta-arrestin-1: KOR antagonists, beta-arrestin recruitment, cell-based, luminescence, uHTS (AID 1778); 290,000 compounds, 0.091% hits; one-dose inhibition, % at 10 µM; IC50 in µM for titrated hits; KOR beta-arrestin recruitment, luminescence, antagonist mode; higher % means a stronger effect; note: strong numbers were not always called active
# CSM14.1 death rescue: rescue of cells from ER stress-induced death, primary screen, 384-well, CSM14.1, thapsigargin, ATP luminescence (AID 1222). CSM14.1 thapsigargin-induced death rescue, ATP luminescence; higher % means a stronger effect. one-dose cellular ATP content (survival), % at 20 µM; EC50 in µM for titrated hits. 190,000 tested, under 10 active;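 active = EC50 below 50 µM in the dose-response confirmation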;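 note: death triggered by thapsigargin at about 15 µM added after 2 h compound pretreatment; cell ATP read after overnight thapsigargin exposure of roughly 18 to 22 hours; normalized against plate controls of thapsigargin alone and 5% DMSO vehicle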
# NOD2 inhibition: NOD2 signaling inhibitors, cell-based, luminescence, uHTS, HEK293 (AID 1566) | 290,000 compounds, 0.63% hits | inhibition, % at 4 µM; hits with a dose series show EC50 in µM | HEK293 NOD2/NF-kB luciferase reporter, luminescence; higher % means a stronger effect; note: many of its hits are not listed in these tables
# NTR1 agonist: NTR1-driven beta-arrestin-GFP spot formation – imaging, U2OS cells, high content, primary screen (AID 493036); P30989; agonist mode; activation, % at 20 µM; 330,000 compounds, 0.17% hits;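 active = activation at or above 40% of the spot to cytoplasm intensity ratio, with at least 20 cells analyzed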;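 note: 0% = DMSO without peptide and 100% = 100 nM NTR1 peptide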
# Target sequence (P30989 whole entry, looked up): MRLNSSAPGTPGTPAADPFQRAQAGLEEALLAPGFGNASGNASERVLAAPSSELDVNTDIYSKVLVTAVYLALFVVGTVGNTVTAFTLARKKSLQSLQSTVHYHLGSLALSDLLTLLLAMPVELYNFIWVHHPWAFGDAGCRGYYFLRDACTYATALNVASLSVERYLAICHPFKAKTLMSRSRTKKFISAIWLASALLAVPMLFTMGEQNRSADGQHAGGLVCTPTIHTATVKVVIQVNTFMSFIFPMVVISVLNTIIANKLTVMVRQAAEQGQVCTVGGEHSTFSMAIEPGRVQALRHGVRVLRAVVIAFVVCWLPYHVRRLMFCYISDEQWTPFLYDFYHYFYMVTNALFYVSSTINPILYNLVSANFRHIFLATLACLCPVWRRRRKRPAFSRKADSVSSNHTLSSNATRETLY
# KOR beta-arrestin-2: KOR agonists, beta-arrestin recruitment, primary screen, cell-based, luminescence, uHTS (AID 1777) | KOR beta-arrestin recruitment, luminescence; higher % means a stronger effect | activation, % at 10 µM, or EC50 in µM where a hit was titrated | 280,000 compounds, 0.02% hits; in the data active = activation above about 50%, passing the limit was not always enough; note: a part of the inactive calls stands beside numbers as strong as those of hits
# GPR55 beta-arrestin: selective activators of receptor GPR55 – imaging, U2OS cells, beta-arrestin-GFP redistribution, primary screen (AID 1961) | U2OS GPR55 beta-arrestin-GFP redistribution imaging; higher % means a stronger effect | 290,000 compounds, 0.048% hits | activation, % at 10 µM, or EC50 in µM where a hit was titrated;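 active = activation above 40% with more than 50 cells counted in the well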;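 note: U2OS osteosarcoma cells stably expressing GPR55 and beta-arrestin-GFP; plate controls were DMSO negative control for no effect and LPI positive control for full effect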
# NOD1 inhibition: NOD1 signaling inhibitors, primary screen, cell-based, luminescence, uHTS (AID 1578). inhibition, % at 4 µM; hits with a dose series show EC50 in µM. 290,000 compounds, 1% hits. NOD1-driven NF-kB luciferase reporter cells, luminescence; higher % means a stronger effect; in the data active = inhibition mostly above about 36%, no sharp cut-off; inactive = mostly below about 34%;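 note: HEK-293T reporter cells stimulated with the NOD1 agonist gamma-tri-DAP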
# Yfh1-off respiration: mitochondrial function rescue without frataxin homolog – Friedreich's ataxia, plus single-dose screen, dose response (AID 1465) | S. cerevisiae Yfh1-off respiration, WST-1 reduction, 72 h; higher fold induction means a stronger effect | fold induction at 50 µM, or EC50 in µM where a hit was titrated | 220,000 compounds, 0.074% hits;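 active = fold induction of absorbance versus untreated yeast above a set limit, then at least 30% activation at any dose in follow-up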;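 note: activators that raise dye reduction in frataxin-depleted yeast; strong numbers were not always called active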
# TNAP activation fold: human TNAP enzyme activators, primary screen, biochemical, luminescent, no phosphate acceptor, uHTS (AID 1001). purified TNAP, luminescent activation assay, no phosphate acceptor; higher activation fold means a stronger effect. one-dose activation fold at 20 µM; EC50 in µM for titrated hits. 200,000 compounds, 0.03% hits; in the data active = activation fold from about 3, or a potency from the dose series; inactive = the rest, 99 in 100 with activation fold below about 1.6; note: many of its hits are not listed in these tables
# NTR1 agonist cell count 20 µM: further read-out of NTR1 agonist, marked with its call; cell count; measured here: cell count, cytotoxicity flag
# Starred values were filed as active, the others as inactive; i = inactive; / = not tested or not shown; [ ] = remark or other dose. Cut-off read from the data, not from the text of the source, unless noted: active = inhibition above about 50%; inactive = the rest.
SMILES,KOR beta-arrestin-1,CSM14.1 death rescue,NOD2 inhibition,NTR1 agonist,NTR1 agonist cell count 20 µM,KOR beta-arrestin-2,GPR55 beta-arrestin,NOD1 inhibition,Yfh1-off respiration,TNAP activation fold
Cc1cccc(OCC(=O)Nc2ccccc2C(=O)N2CCOCC2)c1,6%,-0.5%,6%,-1.0,45,-4.1%,-0.1%,-17%,i,1.1
NS(=O)(=O)c1ccc(NC(=O)/C=C/c2ccc3c(c2)OCO3)cc1,-53%,-3.1%,-49%,2.8,40,8.6%,1.7%,27%,i,1
CCOc1ccc(C(=O)NCCc2ccccc2)cc1,3%,-2.7%,-77%,-0.5,60,1.6%,0.0%,27%,i,1
CCc1ccc(N=C2NC(=O)/C(=C/c3cc(Br)c(OCC(=O)O)c(OC)c3)S2)cc1,17%,/,5%,-0.5,55,-0.1%,-0.2%,-18%,/,/
CCC(C)(C)NC(=O)C(c1cccn1C)N(Cc1ccc(C)cc1)C(=O)Cn1nnc2ccccc21 (configuration not stated),-51%,-0.4%,-2%,-0.2,27,-0.2%,-0.2%,-1%,i,1
COc1cc(C2C(C(C)=O)=C(O)C(=O)N2CCN(C)C)ccc1O (configuration not stated),-33%,0.5%,-11%,0.3,48,0.9%,-0.1%,-30%,i,1.1
COc1cccc(C(=O)NCc2ccco2)c1OC,31%[20 µM],/,17%,-0.1,67,-5.2%,0.5%,-10%,/,/
CC(C)C(=O)N1CCN(c2ccccc2NC(=O)c2ccc(C#N)cc2F)CC1,-26%,-0.3%,-31%,1.1,62,5.2%,-1.0%,-3%,i,1
Cc1cc2ccc(C)c(C)c2nc1SCC#N,-11%,-0.1%,12%,5.3,56,1.7%,-0.1%,-28%,i,1.1
OC1(c2ccccc2)C/C(=N\n2cnnc2)C=C1c1ccccc1 (configuration not stated),27%,-0.1%,-6%,0.4,50,0.9%,-0.2%,4%,i,1.1
CCCCN(C)C(=O)CCCc1c[nH]c2ccccc12,9%,-1.3%,-35%,-2.6,72,-4.5%,1.0%,-39%,i,1.1
O=C(NN=C1CCC(c2ccccc2)CC1)c1cc2c(s1)CCCC2 (configuration not stated),25%,-1.5%,12%,0.9,52,-4.3%,-0.4%,19%,i,1.1
CN(C)c1c([N+](=O)[O-])ncn1C,-15%,-0.7%,10%,-1.4,39,-4.4%,0.0%,17%,i,1
COc1ccc(S(=O)(=O)N(C)c2ccc(C(=O)N3CCC(C(N)=O)CC3)cc2)cc1,13%,-2.5%,0%,0.5,46,-2.4%,-0.2%,-19%,i,1.1
O=C(NC(=S)NCCN1CCOCC1)c1ccccc1Br,10%,8.1%,9%,0.8,46,4.5%,0.5%,-21%,i,1
COc1ccc(-n2cccc2C=O)cc1,15%,-1.7%,-6%,2.5,48,1.0%,0.3%,-20%,i,1.1
O=C(CSc1nc2c(sc3ccccc32)c(=O)n1CCc1ccccc1)NCc1ccco1,11%,0.9%,-14%,3.5,89,-3.1%,-0.1%,-15%,i,1.1
O=C(O)/C=C\C(=O)Nc1ccc(Oc2ccccc2)cc1,34%,-1.0%,18%,-0.2,66,1.8%,0.2%,11%,i,1.1
CSc1cccc(NS(=O)(=O)c2ccc(-c3coc(C)n3)cc2)c1,-16%,/,/,1.7,51,-2.5%,-0.1%,/,/,/
NC(=O)CC(CC(=O)OCc1ccccc1)c1ccccc1 (configuration not stated),-6%[20 µM],/,8%,0.6,69,-3.8%,-0.2%,-8%,/,/
CC(Oc1ccc(Cl)cc1Cl)C(=O)NCCCN(C)C (configuration not stated),25%,-0.4%,4%,-0.7,62,-6.7%,0.3%,-9%,i,1.1
Cc1ccc(C2(CC(=O)Nc3nccs3)CCOC(C(C)C)C2)cc1 (configuration not stated),18%,-1.2%,6%,1.1,79,1.2%,0.0%,-35%,i,1.2
COc1ccc(Cc2nc3ccccc3n2CC(=O)N/N=C/c2ccc(C)cc2O)cc1OC,/,-4.0%,-84%,-0.4,42,/,-0.1%,-41%,i,1.2
Cc1cc(C(=O)C[N+]2(C)CCOCC2)c(C)n1-c1ccc(Br)cc1,-6%,-1.3%,2%,1.1,40,-3.3%,-0.3%,-44%,i,1
CC1CC(C)(C)NC(=S)N1CCC(=O)N1CCc2ccccc21 (configuration not stated),22%,-0.8%,-14%,-0.6,57,-1.3%,0.4%,-24%,i,1
COc1ccc(NC(=O)CSc2n[nH]c(C)c2[N+](=O)[O-])cc1,-13%,-0.6%,-10%,-0.7,45,-4.9%,-0.5%,-60%,i,1
CN1C=CC=C/C1=C(\C#N)c1nc2ccccc2[nH]1,21%,-0.7%,18%,-0.5,64,-8.6%,-0.2%,1%,i,0.9
Cc1cc(Br)cn2ccnc12,-63%,-1.1%,8%,5.8,80,2.8%,0.3%,4%,/,1.1
Cn1c(=O)c(=O)n(C)c2cc([N+](=O)[O-])c(N3CCOCC3)cc21,-24%,/,1%,-0.9,52,4.2%,-0.1%,-7%,/,/
COc1ccc(-c2csc(N(C)C(=O)c3cccs3)n2)cc1,-26%,-0.2%,-69%,4.0,57,-3.7%,-0.1%,-70%,i,1.1
O=C(NCc1ccc(Cl)cc1)C1CCN(S(=O)(=O)c2ccccc2)CC1,-12%,1.1%,22%,-0.2,77,0.1%,0.9%,-18%,i,1.1
COC(=O)Cc1ccc(NC(=S)NCc2ccc(F)cc2)cc1,-2%,0.2%,18%,1.6,67,-0.6%,1.2%,-9%,i,1.1
CCOC(=O)C1=C(C)NC(SCC(N)=O)=C(C#N)C1c1ccncc1 (configuration not stated),25%,1.6%,8%,2.8,46,5.3%,-0.1%,4%,i,1
C=C(C)Cn1cnc2c(oc3nc4c(cc32)CCCC4)c1=O,-43%,/,-95%,-0.9,41,3.7%,-0.1%,-10%,i,/
C#CCOCCOCCOCCNc1nc(N2CCN(C(=O)[C@H](CCC(=O)O)n3cc(C(N)Cc4ccc(O)cc4)nn3)CC2)nc(N2CCN(C(=O)[C@H](CCC(=O)O)n3cc(C(N)CC(C)C)nn3)CC2)n1 (some centres not stated),14%,4.1%,-3%,0.6,72,9.9%,0.1%,-14%,i,1
NC(=O)N1CCC2(CC1)NC(=O)N(c1ccccc1)N2,24%,-1.2%,-61%,0.2,108,-2.4%,-0.5%,-30%,i,1.1
O=C(Cn1nnc(-c2ccc(F)cc2)n1)Nc1ccc2c(c1)OCCO2,-26%,-0.4%,15%,1.3,43,-1.8%,1.1%,-37%,i,1.1
Cc1sc2nc(SCC(=O)O)[nH]c(=O)c2c1C,-45%,-1.7%,5%,2.3,42,5.0%,0.0%,-41%,i,1
COC(=O)c1ccccc1N=Nc1c(C)n[nH]c1C,2%,/,-195%,1.8,49,3.2%,0.0%,7%,i,/
COc1cc(OC)nc(N/N=C(\c2ccccc2)c2ccncc2)n1,20%,-1.0%,-2%,-0.7,71,-2.6%,0.3%,-12%,i,1

# One compound at a time, as listed above.
# Listed for COC(=O)Cc1ccc(NC(=S)NCc2ccc(F)cc2)cc1 : KOR beta-arrestin-1: -2%; CSM14.1 death rescue: 0.2%; NOD2 inhibition: 18%; NTR1 agonist: 1.6; NTR1 agonist cell count 20 µM: 67; KOR beta-arrestin-2: -0.6%; GPR55 beta-arrestin: 1.2%; NOD1 inhibition: -9%; Yfh1-off respiration: i; TNAP activation fold: 1.1
# Listed for COC(=O)c1ccccc1N=Nc1c(C)n[nH]c1C : KOR beta-arrestin-1: 2%; CSM14.1 death rescue: /; NOD2 inhibition: -195%; NTR1 agonist: 1.8; NTR1 agonist cell count 20 µM: 49; KOR beta-arrestin-2: 3.2%; GPR55 beta-arrestin: 0.0%; NOD1 inhibition: 7%; Yfh1-off respiration: i; TNAP activation fold: /

# The list goes on.
SMILES,KOR beta-arrestin-1,CSM14.1 death rescue,NOD2 inhibition,NTR1 agonist,NTR1 agonist cell count 20 µM,KOR beta-arrestin-2,GPR55 beta-arrestin,NOD1 inhibition,Yfh1-off respiration,TNAP activation fold
COC(=O)CCCn1nc(NC(=O)COc2ccc(F)cc2)cc1C,-53%,/,-5%,1.3,49,2.1%,0.0%,-13%,/,/
Cc1cc2cc(CNS(=O)(=O)c3ccc4ccccc4c3)ccc2n1C,-48%,/,5%,-3.8,50,0.0%,-0.3%,18%,i,1
CCOC(=O)CC1=C(C(=O)OCC)C(c2ccncc2)C(C#N)=C(N)O1 (configuration not stated),-3%,-0.7%,-14%,/,/,-0.2%,-0.2%,23%,i,1.1
O=C(Nc1cc(C(F)(F)F)ccc1Cl)C(Sc1cccc[n+]1[O-])c1ccccc1 (configuration not stated),-13%,5.8%,11%,1.8,61,3.4%,-0.2%,-18%,i,1.1
Cc1c(C(=O)Nc2c3c(nn2C(C)(C)C)CS(=O)(=O)C3)cccc1[N+](=O)[O-],8%,/,16%,-1.0,42,2.8%,-0.3%,-3%,/,/
Cc1ccc(OCCNC(=O)c2ccc3ccccc3n2)cc1,15%,/,-2%,1.6,40,0.9%,-0.1%,-57%,/,/
O=C(CN1CCOCC1)Nc1ccc(Oc2ccc(NC(=O)CN3CCOCC3)cc2)cc1,-18%,-2.3%,4%,1.2,53,-0.5%,-0.2%,-8%,i,1.1
CC(C)(CO)N1CCN(C(=S)Nc2ccccc2)CC1,3%,/,15%,-1.8,70,6.0%,0.4%,-8%,i,/
N/C(=N\OC(=O)Cc1cccs1)c1ccc(Br)cc1,6%,-0.3%,-22%,-0.4,94,5.8%,-0.8%,-42%,i,1.1
CCOCCCNc1nc2c(C)cccn2c(=O)c1/C=C1\SC(=S)N(CC(C)C)C1=O,3%,1.7%,15%,-0.5,74,-1.8%,1.0%,46%,/,0.8
Cc1[nH]c(=O)c(C(=O)c2cc(Cl)ccc2O)cc1C(=O)O,-4%,0.9%,6%,3.8,29,1.6%,1.5%,-26%,i,1
Nc1nonc1C(=O)NCCc1ccccc1,5%,0.6%,4%,2.6,47,3.3%,-0.1%,-17%,i,1.1
O=C(Cc1c(F)cccc1Cl)N1CCOCC1,-5%[20 µM],-1.9%,15%,0.2,49,1.4%,-0.1%,-38%,i,1.1
Cc1ccc(Cn2nc(C)c(NC(=O)CSc3nc4c(c(C(F)(F)F)n3)CCc3ccccc3-4)c2C)cc1,15%,4.9%,10%,/,/,4.8%,-0.1%,0%,i,1
CCC(C)C(NC(=O)OC(C)(C)C)C(=O)NC(CC(C)C)C(N)=O (configuration not stated),5%,/,3%,1.5,33,-0.7%,-0.1%,0%,i,1.1
COc1ccc(C)cc1NS(=O)(=O)c1ccc2c(c1)CCN2C(C)=O,-21%,/,23%,1.6,59,3.5%,0.3%,1%,/,/
COCCNCC(=O)N1CCCCCC1,14%,-0.9%,-1%,-1.3,42,-3.8%,0.1%,-28%,i,1.1

# Not all compounds are listed; rates above refer to the full screens.
